TbREL1 inh – TbREL1 inhibition, primary screen | P86926 | TbREL1 RNA ligation, FRET fluorescence | inhibition, % at 9.66 µM | actives 0.49% (n = 89,000) | AID 1117264;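 active = inhibition above the mean inhibition across all screened compounds plus 3 SD, cut at about 11% in these data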;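 note: 0% = plate median of test wells and 100% = NSC42067 control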
Target sequence (P86926 whole entry, looked up): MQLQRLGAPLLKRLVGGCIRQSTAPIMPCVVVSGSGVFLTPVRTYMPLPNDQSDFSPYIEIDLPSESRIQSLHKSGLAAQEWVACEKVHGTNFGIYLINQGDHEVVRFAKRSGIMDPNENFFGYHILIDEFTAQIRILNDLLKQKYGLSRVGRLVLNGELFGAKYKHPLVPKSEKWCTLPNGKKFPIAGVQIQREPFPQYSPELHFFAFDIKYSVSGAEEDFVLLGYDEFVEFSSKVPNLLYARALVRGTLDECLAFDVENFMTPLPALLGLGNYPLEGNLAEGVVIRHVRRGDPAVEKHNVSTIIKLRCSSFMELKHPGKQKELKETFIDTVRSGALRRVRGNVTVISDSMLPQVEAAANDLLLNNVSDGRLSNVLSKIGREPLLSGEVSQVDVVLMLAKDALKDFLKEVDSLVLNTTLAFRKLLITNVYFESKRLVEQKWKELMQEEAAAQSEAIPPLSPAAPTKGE
The depositor's hits bear a star. A portion of the library (hit frequency here may not be typical).

Structure	TbREL1 inh
O=C(CCCc1ccccc1)Nc1cccnc1Cl	0.6
COc1ccccc1CN1CC(C(=O)N(CCO)Cc2cccs2)CCC1=O (stereo unspecified)	6.4
CCCOc1ccc(C2c3c(oc4cc(C)c(C)cc4c3=O)C(=O)N2CCCN(C)C)cc1 (stereo unspecified)	-2.6
COc1ccc(CCNC(=O)c2cc3c(F)cccc3s2)cc1OC	-0.2
Cc1ccccc1NC(=O)COc1ccc(Br)cc1CNCCCO	2.2
Cc1cc(=S)c2ccccc2[nH]1	2.9
CSc1nnnn1-c1ccc(C(=O)OCC(=O)N2CCOCC2)cc1	-1.6
COC(=O)Cc1nnc(NC(=O)C(C)C)s1	-0.3
O=C(c1ccco1)N1CCN=C1SCc1cccnc1	0.0
Cc1cc(=O)oc2c(CN3CCCCC3)c(O)ccc12	-0.2
COCc1cc(=O)n2c(-c3ccccc3OC)n[nH]c2n1	0.3
Cc1ccc(-c2nc(N)n(C(=O)c3cccnc3)n2)cc1	-0.3
Cc1ccc(C)c(S(=O)(=O)N2CCCC2CNC(=O)C(=O)NCC2CCCO2)c1 (stereo unspecified)	0.9
Cc1cccc(C)c1OCC(O)CNC(C)C (stereo unspecified)	1.3
CCN(C(=O)CSc1nnc(-c2ccccc2Cl)n1C1CCCC1)C1CCS(=O)(=O)C1 (stereo unspecified)	2.1
OCCN(Cc1ccccc1)CC1CCCCC1	1.7
CCOC(=O)C(/C(C)=N/NC(=O)C1CC1c1ccccc1)C(C)C (stereo unspecified)	-1.3
Cc1ccc(CC2C(=O)N(c3ccc(C)cc3)C(=O)C2C)cc1 (stereo unspecified)	-5.0
C/C(=N\NC(=O)c1ccc(OC2CCCC2)cc1)c1ccc(C)s1	2.2
COc1ccc(COC(=O)N/N=C(\C)CC(=O)Nc2c(C)cc(C)cc2C)cc1	-1.6
CCOc1cccc(-c2nnc3sc(-c4ccco4)nn23)c1	-2.5
COc1cccc(CNC(=O)CN(c2cc(C)cc(C)c2)S(=O)(=O)c2c(C)noc2C)c1	1.4
COc1ccccc1OCCNC(=O)c1ccc(C)o1	-1.2
CC1=NNC(=O)C(CC(=O)Nc2ccc(Cl)c(Cl)c2)C1 (stereo unspecified)	1.4
Cc1ccc(C)c(SCC(=O)NCC(c2ccco2)N2CCCCC2)c1 (stereo unspecified)	-6.4
COc1ccc(CC(=O)NCCCCc2ccccc2)cc1OC	-2.8
Cc1ccc(NC(=S)NC2CC3CCCC(C2)N3Cc2ccco2)cc1 (stereo unspecified)	-4.9
O=C1c2ccccc2NC(c2ccc(-c3ccc(C(F)(F)F)cc3)o2)N1O (stereo unspecified)	6.2
COC(=O)[C@]12CCCCC=C1N(CCc1ccc(OC)c(OC)c1)C(=O)[C@H](CC(=O)NCc1ccccc1)C2	-5.0
CCOC(=O)Cn1nc(-c2ccccc2)nc1-c1ccccc1	6.7
COc1ccccc1NC(=O)Cn1c2ccc(F)cc2c2nc3n(c(=O)c21)CCS3	-1.3
COc1ccccc1CCNC(=O)C1CCN(C(=O)/C=C/c2ccccc2)CC1	-6.2
C/C(=N\NC(=O)CCc1ccc(S(=O)(=O)N2CCOCC2)cc1)c1ccc(OC(F)F)cc1	-0.2
Cc1ccc2nc(NC(=O)/C=C/c3ccc4c(c3)OCO4)sc2c1	1.3
CC1(C)CC(N2CCN(C(c3ccccc3)c3ccccc3)CC2)=CC(=[N+]2CCCCC2)C1	20.5*
Cc1cc(=O)oc2cc(OCC(=O)NCCN3CCOCC3)c(Cl)cc12	3.7
Cn1nc(C(=O)NNC(=O)CCOc2ccc(C(C)(C)C)cc2)c2ccccc2c1=O	-1.3
COc1ccc(-c2[nH]nc3nc(N4CCN(C(=O)c5ccoc5)CC4)cc(C(F)(F)F)c23)cc1	-0.8
O=C(CNC(=O)c1ccccc1F)NCCOc1cccc(Cl)c1Cl	-1.6
COc1ccccc1OCC(=O)Nc1cc(C)ccc1NC(=O)c1ccco1	0.2
Cc1ccc(NC(=S)NNC(=O)C2CC2c2ccc(C)cc2)cc1 (stereo unspecified)	-8.2
CN(C)S(=O)(=O)c1ccc(NC(=O)C2CCCN(C(=O)c3ccc(Cl)cc3)C2)cc1 (stereo unspecified)	-3.6
C=C(C)CSc1nc2sc(C)c(C)c2c(=O)n1C	2.1
Cc1ccccc1/C=N/Nc1nc2ccccc2[nH]1	2.4
CC(=O)Nc1cccc(C(=O)NC(C)c2ccc(-n3ccnc3)cc2)c1 (stereo unspecified)	0.9
COc1cc(S(=O)(=O)NCc2cccnc2)c(OC)cc1Br	2.7
CCOC(=O)c1ccccc1S(=O)(=O)N1CCN(c2nc(-c3cccs3)nc3ccccc23)CC1	1.1
CCc1ccc(NC(=S)N2CCC(NC(=O)c3ccccc3OC)CC2)cc1	-6.7
CC(OC(=O)/C=C/c1ccccc1Cl)C(=O)NC1CCCCC1C (stereo unspecified)	-0.5
Cc1cccc(NC(=O)CSc2nc(=O)n3ccccc3n2)c1C	4.2

(continued)
Structure	TbREL1 inh
COc1ccc2c(OC)cc(=O)n(C)c2c1	0.5
O=C(O)c1cccc(NS(=O)(=O)c2cccc3cccnc23)c1	-0.3
O=C(c1cnn2c1NC(c1ccc(Br)cc1)CC2C(F)(F)F)N1CCN(C23CC4CC(CC(C4)C2)C3)CC1 (stereo unspecified)	-0.1
Cc1ccc(C(=O)Cn2cccn2)cc1	-0.8
COc1ccc(C(=O)N/N=C(\C)CC(=O)Nc2ccc3c(c2)OCCO3)c(OC)c1	3.0
Cc1ccc(NC(=O)CCC(=O)N/N=C/c2ccco2)c(C)c1	-1.8
CC(=O)Nc1ccc(NC(=O)COc2c(C)cc(Br)cc2C)cc1	-1.2
COc1ccc(CNC(=O)C2CCCN(c3nc4ccccc4o3)C2)cc1 (stereo unspecified)	1.0
O=C(Cc1ccccc1)NCC1OCCc2ccccc21 (stereo unspecified)	-0.1
Cc1cc(C)c2cc(CN(Cc3nnnn3Cc3ccc(F)cc3)C3CCCC3)c(=O)[nH]c2c1	-2.0
O=C(CCCC(=O)N(CC(=O)NC1CCCCC1)c1cccc(F)c1)Nc1ccccn1	-0.6
COc1ccccc1NC(=O)C1=C(C)NC(=O)NC1c1ccc(C)s1 (stereo unspecified)	0.8
O=C(COC(=O)Cc1ccccc1F)NNC(=O)c1ccc(Cl)cc1	3.2
COc1ccc(/C(O)=C2/C(=O)C(=O)N(CC3CCCO3)C2c2cccc(O)c2)cc1 (stereo unspecified)	-5.2
COc1ccc(C2CC(c3c(Cl)cccc3Cl)n3nc(N)nc3N2)cc1 (stereo unspecified)	2.9
Cc1ccc(NC(=O)COc2ccccc2C(N)=O)cc1S(=O)(=O)N1CCCCCC1	1.3
COC(=O)C1=C(C)N(CCCC(=O)O)C(=O)NC1c1ccc(C#N)cc1 (stereo unspecified)	2.0
CCCNC(=S)Nc1ccc2nc(-c3ccccn3)c(-c3ccccn3)nc2c1	-3.7
CSC(=Nc1ccccc1)Nc1ccccc1	0.3
O=C(NC1CCCC1)C(c1cccs1)N(C(=O)c1ccno1)c1ccccc1 (stereo unspecified)	-0.1

Of the compounds above, three have two or more sulfur atoms:
Structure	TbREL1 inh
CCN(C(=O)CSc1nnc(-c2ccccc2Cl)n1C1CCCC1)C1CCS(=O)(=O)C1 (stereo unspecified)	2.1
C=C(C)CSc1nc2sc(C)c(C)c2c(=O)n1C	2.1
CCOC(=O)c1ccccc1S(=O)(=O)N1CCN(c2nc(-c3cccs3)nc3ccccc23)CC1	1.1

Later entries:
Structure	TbREL1 inh
O=C(NCc1ccc2c(c1)OCO2)C1CCN(S(=O)(=O)c2ccc(Br)s2)CC1	3.5
CC(CCc1ccccc1)C(=O)NO (stereo unspecified)	0.0
O=C(O)c1cnc(-c2ccccc2)nc1Sc1ccc(Cl)cc1Cl	-2.3
C[C@H](CO)N1C[C@H](C)[C@@H](CN(C)C(=O)Nc2ccc3c(c2)OCO3)Oc2ccc(NS(=O)(=O)c3ccc(F)cc3)cc2C1=O	-3.4
CC(=O)N1N=C(c2ccc(Br)cc2)CC1c1cccc([N+](=O)[O-])c1 (stereo unspecified)	-2.5
CCc1nnc(NS(=O)(=O)c2ccc(NC(=S)NC(=O)c3ccc(OC)cc3)cc2)s1	-0.5
CCOC(=O)c1sc2nc(C)c([N+](=O)[O-])c(COC)c2c1N	-1.9
COc1ccc(Cl)cc1NC(=O)CN(C)CC(=O)Nc1c(C)n(C)n(-c2ccccc2)c1=O	-2.6
Cc1cc(Nc2cc(C)on2)n2ncnc2n1	0.4
COc1cc(OC)c2ccc(=O)oc2c1C(CCN1CCCC(C)C1)c1ccc2c(c1)OCO2 (stereo unspecified)	5.9

Other records:
compound,TbREL1 inh
COc1cc(C=O)ccc1OCc1ccccc1Br,1.6
O=C(Nc1cccc(Cl)c1)Nc1ccon1,1.9
Cc1ccc(Cl)cc1N1CCN(C(=O)C2CCC(=O)N(C3CCCCCC3)C2)CC1 (stereo unspecified),-1.7
CC(=O)Nc1ccc(C(=O)OCC(=O)N(c2ccccc2)C2CCS(=O)(=O)C2)cc1 (stereo unspecified),0.8
Cc1nc2ccc(C(C(F)(F)F)(C(F)(F)F)C(F)(F)F)cc2[nH]1,1.1
O=C(c1cnn2c(C(F)(F)F)cc(-c3ccco3)nc12)N1CCCCCC1,5.1
CS(=O)(=O)c1nc(S(=O)(=O)c2ccc(Cl)cc2)c(NCCCN2CCOCC2)s1,-1.3
O=C(O)c1ccc(COc2ccc3ccccc3c2/C=C2/NC(=O)N(Cc3ccc(F)cc3)C2=O)cc1,-3.3
CCN(CC)CC(=O)NCC1(c2ccccc2)CCOCC1,6.9
Cc1cccc(NC2=NC3(CCCCC3)N=C(N)N2)c1C,2.9
Cc1cc(S(=O)(=O)N2CCOCC2)ccc1OCC(=O)NCCCn1ccnc1,5.0
C[C@@H]1CN([C@@H](C)CO)C(=O)c2c(c3ccccc3n2C)-c2ccccc2CO[C@H]1CN(C)S(=O)(=O)c1ccc(C#N)cc1,6.5
CCOC(=O)Nc1ccc2c(c1)N(C(=O)CNC)c1ccccc1CC2,4.3
CCOP(=O)(OCC)/C(C#N)=C/c1ccc([N+](=O)[O-])cc1,4.2
CC1=C(C(=O)OCc2ccccc2)C(c2ccccn2)c2c(n(C)c(=O)n(C)c2=O)N1 (stereo unspecified),1.1
C=CCn1c(=O)c2ccccc2n2c(SCc3c(C(=O)OCC)oc4ccccc34)nnc12,4.2
CC(C)(C)c1ccc(NC(=O)CC2(C(F)(F)F)OCCO2)cc1,-1.0
Cc1nc2sc(-c3ccccc3)cc2c(=O)n1-n1cccc1,-3.2
Cc1sc(NC(=O)Cc2ccc3c(c2)OCO3)nc1-c1ccc2c(c1)CCN2C(=O)c1cccc(F)c1,-1.1
CCn1nc(C)c(/C=N\NC(=O)c2cccc(OC)c2)c1C,-0.7
COC(=O)CN(c1cc(Cl)ccc1OC)S(=O)(=O)c1ccc(OC)c(OC)c1,0.9
COC(=O)c1cc(C(=O)c2cccc(Cl)c2Cl)cn1C,1.6
O=C1CN(C(=O)CNCc2ccccc2)c2ccccc2N1,-0.4
O=C(O)C1C2C=CC3(CN(C/C=C/c4ccccc4)C(=O)C13)O2 (stereo unspecified),7.6
CCOC(=O)[C@H]1[C@H]2COc3ccc(Br)cc3[C@H]2N2C(=O)CNC(=O)[C@@]12C,-3.9
Cc1cc(C)n(CC(=O)N/N=C/c2ccccn2)n1,2.9
CCOc1cc(C(=S)N2CCCCC2)ccc1OS(=O)(=O)c1ccc(Br)cc1,-2.2
Cn1c(=O)c2c(nc(Br)n2CC(=O)c2cccs2)n(C)c1=O,-1.4
CCn1c(=O)c(=O)n(CC)c2cc(S(=O)(=O)Nc3ccc(C)cc3)ccc21,-4.0
O=C(CSc1n[nH]c(=O)[nH]c1=O)N1CCCCCC1,2.4
O=C(CCc1ccccc1)Nc1ccccc1C(=O)N1CCOCC1,-1.4
O=C(Cn1cnc2ccccc2c1=O)NC1CCCc2ccccc21 (stereo unspecified),-1.1
CN(C)C(=O)N1CCCC(C(=O)NCc2ccc(F)cc2Cl)C1 (stereo unspecified),-4.4
Cn1ccnc1SCC(=O)Nc1ccccc1,4.9
CCOC(=O)c1nn(-c2ccccc2C)c(=O)cc1OCC(=O)Nc1cccc(OC)c1,-0.3
CCC(C)NC(=O)CNC(=O)c1nn(-c2ccc(OC)cc2OC)c(=O)c2ccccc12 (stereo unspecified),0.1
Cc1ccc(S(=O)(=O)NCCc2ccc(S(N)(=O)=O)cc2)cc1,3.3
O=C(NC(=S)N1CCN(c2ccccn2)CC1)c1ccccc1,-1.9
Oc1ccccc1/C=N/N1CCCCC1,2.2
CC(=O)c1cccc(NC(=O)COC(=O)Cn2cnc3ccccc32)c1,-0.7
Cc1cc(C)cc(OCC(=O)OCC(=O)NCCC2=CCCCC2)c1,-1.5
CC(C)c1cccc(C(C)C)c1OC(=O)[C@H]1OC(C(C)(C)C)=C[C@@H]1c1ccccc1,3.8
COc1ccc(OC)c(S(=O)(=O)Oc2ccc(N)c3ccccc23)c1,-6.2
COc1ccccc1C(=O)Nc1cc(C)ccc1NC(=O)c1ccco1,4.8

For convenience, some entries already given:
compound,TbREL1 inh
Cc1ccc(S(=O)(=O)NCCc2ccc(S(N)(=O)=O)cc2)cc1,3.3
O=C(NC(=S)N1CCN(c2ccccn2)CC1)c1ccccc1,-1.9
Oc1ccccc1/C=N/N1CCCCC1,2.2
CC(=O)c1cccc(NC(=O)COC(=O)Cn2cnc3ccccc32)c1,-0.7
Cc1cc(C)cc(OCC(=O)OCC(=O)NCCC2=CCCCC2)c1,-1.5

Three structures from above, sorted by molar mass, ascending:
compound,TbREL1 inh
Oc1ccccc1/C=N/N1CCCCC1,2.2
CC(=O)c1cccc(NC(=O)COC(=O)Cn2cnc3ccccc32)c1,-0.7
Cc1ccc(S(=O)(=O)NCCc2ccc(S(N)(=O)=O)cc2)cc1,3.3
